PGC1a acetyl inh = modulators of PGC1a acetylation; inhibition, % at 15.6 µM; U2OS PGC1a acetylation, AlphaScreen anti-acetyl-lysine; with virally co-expressed GCN5 acetyltransferase; AID 651687; actives 0.17% (n = 350,000);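 active = every replicate shows inhibition of at least 40%; inconclusive = mean inhibition at least 40% but some replicate below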;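 also: 0% = neutral control wells and 100% = positive control wells; some results beyond the cut were filed as inactive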
Cneo AK release = causes C. neoformans cell lysis. lysis activity, % at 15 µM. AID 651654. actives 0.2% (n = 360,000). adenylate kinase release luminescence, 4 h; normalised: neutral wells 0, clomiphene wells 100;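 active = mean lysis activity across replicates of at least 80%, whatever share of replicates individually reach that level; inactive = mean lysis activity below 80%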
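Test system: log-phase Cryptococcus neoformans yeast cells. Input: 5 × 10^6 yeast cells/mL. Medium: fresh YPD growth medium. Doses: single dose. Incubation: static 4 h at 37 °C with compound, 1 h detection. Measured by: luminescent adenylate kinase detection reagent. Read-out: signal increase indicating cell lysis. Benchmarks: Clomiphene.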
miR122 inh = miR-122 inhibition in Huh7 cells | Huh7 miR-122 Renilla luciferase sensor, 48 h; neutral wells = 0, positive control = 100 | activation (reporter increase), % at 12.5 µM | actives 0.3% (n = 340,000) | AID 602342;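 active = mean replicate activation score at least 90 and every replicate individually at or above 90; inconclusive = only one of the two criteria met; inactive = neither criterion met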;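 also: higher luciferase means less miR-122 activity so hits act as miR-122 inhibitors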
C2C12 statin = protects C2C12 myotubes from simvastatin toxicity; ATP luminescence, 48 h; scaled: DMSO 0, geranylgeraniol control 100; rescue of ATP level, % at 7.49 µM; actives 0.78% (n = 330,000);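 active = mean ATP rescue above about 67%, or every replicate alone reaching that limit, limit read from the data, passing the limit was not always enough; inconclusive = no clear call, values can overlap the other calls; inactive = mean under the limit and some replicate under it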;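 also: myotubes were challenged with 10 µM simvastatin during compound exposure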
F508del corr = CFTR F508del correction in bronchial cells; CFBE cells, YFP halide quenching; stimulated with forskolin plus potentiator P3; % fluorescence drop versus neutral controls; activity (quench increase), % at 7.58 µM; actives 0.36% (n = 350,000);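 active = mean added fluorescence quench of at least 8% versus neutral control, with both replicates also reaching 8%; inconclusive = only one of the mean or replicate conditions met; inactive = mean below 8% and not both replicates reaching 8%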;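 also: cells transiently co-express mutant CFTR-F508del with the halide-sensitive YFP; corrector assay measuring rescue of mutant channel to the surface after 24 h compound exposure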
FN deposition inh = fibronectin deposition inhibition; AID 743247; inhibition, % at 12.6 µM; AH1F fibroblasts, Alexa488-fibronectin deposition fluorescence, overnight; actives 0.086% (n = 350,000);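 active = mean inhibition across replicates of 30% or more, regardless of how many single replicates reach that level; inconclusive = mean under 30% yet at least half of replicates reach 30%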;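 also: positive control wells lacked labelled fibronectin entirely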
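Schedule: 1 h cell adhesion before compound, then overnight fibronectin incubation; test system: AH1F fibroblast monolayer depositing Alexa488-labelled fibronectin into matrix; quantity: 10000 AH1F cells per well; probe or stimulus: fluorescent fibronectin at 24 nM final; signal: fluorescence, ex 485 nm, em 525 nm; evaluation: percent inhibition as loss of matrix-bound fibronectin fluorescence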
GSIS activator = primary screen for activators of insulin secretion dependent on glucose, INS-1E cells, GLuc reporter luminescence; INS-1E GLuc reporter insulin secretion, 2-3 h; activation, % at 16.6 µM; actives 0.61% (n = 370,000);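 active = lowest replicate activation of at least 40%, so every replicate reaches that level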;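 also: 0% = median of neutral control wells and 100% = median of IBMX positive control wells; some compounds called inactive have numbers as strong as hits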
PglD DTNB = blocks C. jejuni PglD acetyltransferase activity; purified PglD enzyme, DTNB colorimetric CoA detection; inhibition, % at 12.5 µM; actives 0.098% (n = 360,000); in the data active = inhibition above about 16%, passing the limit was not always enough; inconclusive = no clear call, values can overlap the other calls; also: strong numbers were not always called active
* = called active by the depositor; ? = inconclusive; . = no result given; & = joins results of further samples; [ ] = another dose, or the depositor's remark.

SMILES	PGC1a acetyl inh	Cneo AK release	miR122 inh	C2C12 statin	F508del corr	FN deposition inh	GSIS activator	PglD DTNB
Cc1ccc(C)c(OCC(=O)Nc2cc(C)on2)c1	-4	-2	0	8	0.9	3	-9	-3
Cc1ccc2[nH]c(=O)c(CN(C(=O)c3cccc([N+](=O)[O-])c3)C(C)(C)C)cc2c1	-11	2	6	9	1.9	7	-5	4
COc1cc(NC(=O)C2=COCCO2)c(OC)cc1Cl	-5	2	-8	-3	1.8	.	3	8
OC(c1ccc(-c2ccccc2)cc1)c1ncc(-c2cccc(F)c2)[nH]1 (stereo not drawn)	.	-1	3	-3	0.8	.	.	2
CCCNC(=O)N[C@H]1C=C[C@@H](CC(=O)NC2CCCCC2)O[C@H]1CO	-18	5	.	9	1.5	-3	0	-2
CN(C)CC(=O)N[C@H]1CC[C@H](CC(=O)NCCN2CCCCC2)O[C@@H]1CO	7	2	.	0	2.6	0	13	5
Cc1ccc(C(=O)NC(NC(=O)c2ccc(C)cc2)C(Cl)Cl)cc1	-5	-2	-16	16	.	.	.	1
O=C(CCNS(=O)(=O)c1ccccc1)OCc1nnc(-c2ccccc2)o1	4	3	-3	-5	1.3	0	-14	1
COc1cccc(S(=O)(=O)N(C)C[C@@H]2Oc3ncc(-c4cccc(C(=O)N(C)C)c4)cc3C(=O)N([C@@H](C)CO)C[C@H]2C)c1	4	3	4[16.7 µM]	8	0.9	-3	-5	1
O=C(CNC(=O)c1cccc(S(=O)(=O)N2CCc3ccccc32)c1)Nc1ccc(F)c(F)c1F	.	-7	.	-16	-10.0	.	-47	-2
O=Cc1c(Cl)nc2ccccn12	10	.	.	.	-1.8	1	-4	.
Cc1onc(-c2ccccc2)c1C(=O)N1CCOC12CCN(c1cccc(F)n1)CC2	-8	0	1	-2	-1.2	4	-11	0
COc1cc(C(=O)N/N=C/c2ccc(OC(=O)c3ccccc3)c(OC)c2)ccc1O	.	0	.	-3	-1.1	.	-3	6
COc1ccc(/C(C)=N/NC(=O)CNC(=O)c2ccco2)cc1	-3	.	3	1	-2.1	0	22	.
CCOc1cccc2c1OC1(C)CC2NC(=O)N1c1cccc(Cl)c1 (stereo not drawn)	-2	0	-14	-7	.	-6	.	-2
CC1(C)CC(=O)C2=C(C1)N(c1ccc(F)cc1)C(=O)C2(O)C(F)(F)F (stereo not drawn)	2	6	-11	18	.	8	0	2
C=CCN(c1ccccc1)S(=O)(=O)c1cccc(C(=O)NCC(c2ccc(OC)cc2)N2CCCCC2)c1 (stereo not drawn)	.	1	-6	-23	-1.2	-3	-43	-6
CC(C)c1ccc(NC(=O)CSc2n[nH]c(=O)n2-c2ccc3c(c2)OCCO3)cc1	-4	2	8	.	-1.3	-8	-30	1
N#C[C@@H]1[C@@H](c2ccccc2)[C@H](CO)N1S(=O)(=O)c1cccc(F)c1	14	-1	.	0	1.9	-3	-6	-2
CN(C)S(=O)(=O)N1CCC(Oc2ccc(C(=O)N3C[C@H]4CC[C@H]3C4)cc2)CC1	2	-1	0	.	2.0	5	-14	15
CN1/C(=C\C(=O)c2cccnc2Cl)C(C)(C)c2ccccc21	.	-3	7	19	0.0	6	-19	-15
CC(C)c1cccc(C(C)C)c1NC(=O)COC(=O)C1=COCCO1	2	.	.	.	-0.2	4	14	.
COc1ccc(COC(=O)c2cccc(S(=O)(=O)N3CCN(C(C)=O)CC3)c2)cc1F	.	0	14	2	1.2	3	-70	2
O=C(CCn1cncn1)N1CCCC(N2CCN(c3ccc(F)cc3)CC2)C1 (stereo not drawn)	3	0	-4	14	1.3	0	16	3
COc1ccc(Br)cc1/C=C(\C(=O)O)c1ccc(S(=O)(=O)N2CCCC2)s1	-9	0	2	1	-0.3	-8	6	-5

One compound at a time (already shown). Screens in order: PGC1a acetyl inh | Cneo AK release | miR122 inh | C2C12 statin | F508del corr | FN deposition inh | GSIS activator | PglD DTNB
Record of `COc1cc(NC(=O)C2=COCCO2)c(OC)cc1Cl` → -5 | 2 | -8 | -3 | 1.8 | . | 3 | 8
Record of `CC(C)c1cccc(C(C)C)c1NC(=O)COC(=O)C1=COCCO1` → 2 | . | . | . | -0.2 | 4 | 14 | .
Record of `COc1ccc(/C(C)=N/NC(=O)CNC(=O)c2ccco2)cc1` → -3 | . | 3 | 1 | -2.1 | 0 | 22 | .
Record of `N#C[C@@H]1[C@@H](c2ccccc2)[C@H](CO)N1S(=O)(=O)c1cccc(F)c1` → 14 | -1 | . | 0 | 1.9 | -3 | -6 | -2

Continued.
SMILES	PGC1a acetyl inh	Cneo AK release	miR122 inh	C2C12 statin	F508del corr	FN deposition inh	GSIS activator	PglD DTNB
COc1ccc(C2C(=O)N(CCc3ccccc3)CC(=O)N2C2CCCC2)cc1 (stereo not drawn)	-6	3	-2	1	.	1	-10	0
CC(C)(C)NC(=O)CSc1nnc(-c2ccccn2)n1-c1ccccc1	12	4	-11	-9	0.8	-7	4	4
COc1ccccc1NS(=O)(=O)c1cccc(NS(=O)(=O)c2cc(C(=O)O)ccc2OC)c1	4	7	-6	1	.	-1	.	10
COc1ccc(CN(C)C[C@@H]2Oc3ccc(NC(=O)Nc4ccccc4)cc3CC(=O)N([C@@H](C)CO)C[C@@H]2C)cc1	11	-1	-13[16.7 µM]	-16	2.2	.	-24	-2
COc1ccc(C2SCCN2S(=O)(=O)c2ccc(NC(C)=O)cc2)cc1OC (stereo not drawn)	.	-1	3	-6	2.6	0	-1	-1
Cc1cc(C)c2c(CC(=O)NCc3ccco3)coc2c1	-1	0	8	.	.	.	.	2
COC(=O)[C@H](Cc1ccccc1)N(Cc1ccccc1)S(=O)(=O)N(Cc1ccccc1)[C@@H](Cc1ccccc1)C(=O)OC	.	10	.	-25	-1.8	8	18	2
CCN(C(=O)c1cc2cccc(OC)c2oc1=O)C1CCCCC1	-8	1	7	7	.	.	.	-3
COc1cccc(CN2CCN(C3CSCCSC3)CC2CCO)c1 (stereo not drawn)	-9	3	-2	2	-0.7	2	3	1
O=C(COC(=O)CCSc1ccccc1)Nc1ccccc1Br	.	-1	.	7	-2.4	11	5	-1
CCOc1ccc(C2C(C#N)=C(N)Oc3cc(C)n(Cc4ccco4)c(=O)c32)cc1OC (stereo not drawn)	.	2	.	-5	.	.	16	4
Cc1cc(=O)oc2cc(OCC(=O)NCc3ccccn3)ccc12	9	1	5	1	.	.	.	0
CCN(C(=O)COC(=O)Cc1coc2cc(C)ccc12)c1c(N)n(Cc2ccccc2)c(=O)[nH]c1=O	1	-1	-8	1	-4.5	2	-13	-1
O=C(NCC(c1ccco1)N1CCN(c2ccccc2F)CC1)C(=O)NC1CCCCC1 (stereo not drawn)	2	-1	-1	-43	-4.0	4	1	-1
C[C@@H]1CCCCO[C@@H](CN(C)S(=O)(=O)c2cccs2)[C@@H](C)CN([C@@H](C)CO)C(=O)c2cc(NC(=O)Nc3ccc(F)cc3)ccc2O1	-2	-1	-2[16.7 µM]	24	-1.6	.	12	-6
Cc1c(NC(=O)c2cc3c(s2)-c2ccccc2OC3)cccc1[N+](=O)[O-]	.	1	11	.	.	14	-38	5
COc1ccc(N2C(=O)CC(Cc3ccccc3)C2=O)cc1 (stereo not drawn)	27	-2	13	10	.	4	.	0
C[N+]1(C)CCC(=C2c3ccccc3CC(=O)c3sccc32)CC1	94*	0	24	-8	.	4	.	-2
CC(C)C#Cc1cnc2c(c1)C(=O)N([C@H](C)CO)C[C@H](C)[C@H](CN(C)C(=O)CN1CCOCC1)O2	?	-1	11[16.7 µM]	-9	0.9	3	8	1
CCNc1nc(NC(C)C)nc(OCCNS(=O)(=O)c2cc(C)ccc2C)n1	1	1	2	29	.	.	.	8
COc1ccc([N+](=O)[O-])cc1N(CC(=O)NC1CCCC1)S(C)(=O)=O	1	.	.	.	2.2	1	7	.
CCN(Cc1ccncc1)C(=O)c1cc(COc2ccc(F)cc2Cl)on1	6	-1	-5	15	1.4	3	6	-2
O=C(COC(=O)/C=C/c1ccc(F)cc1)NC1CCCCCC1	5	-2	.	1	-0.2	.	7	-4
Cc1cccc(C)c1NC(=S)N1CCCN(Cc2ccc(F)cc2)C1	-7	3	-6	12	1.6	7	-18	1
COc1ccc(S(=O)(=O)NC(=O)C2(C)CCN2C(=O)CCC2CCCC2)cc1OC (stereo not drawn)	15	0	-1	3	2.0	-1	9	1

Going on with the list:
SMILES	PGC1a acetyl inh	Cneo AK release	miR122 inh	C2C12 statin	F508del corr	FN deposition inh	GSIS activator	PglD DTNB
Cc1cc(Oc2ccc(-c3ccccc3)cc2)n2ncnc2n1	8	-6	0	-4	.	-4	.	-2
CC(C)CC1Nc2ncnc(N3CCOCC3)c2N(Cc2ccc(Cl)cc2)C1=O (stereo not drawn)	-4&-16	0&3	1&1	14&-3	0.7&0.9	0&7	-3&-16	2&7
OC(c1ccc(F)c(F)c1)c1nc(-c2cccc(F)c2)cs1 (stereo not drawn)	.	0	3	18	-2.5	0	-38	0
COC(=O)/C=C1\N/C(=N\c2nc(C)cc(C)n2)N(c2ccc(C)cc2)C1=O	0	.	-6	-1	0.4	-1	-16	.
OC(c1ccc(F)c(F)c1)c1nc(-c2ccncc2)cs1 (stereo not drawn)	-19	4	-1	-12	0.7	0	.	0
O=C(O)CCc1ccc(-c2ccc(Cl)cc2)n1Cc1ccco1	-6	3	4	-8	.	-2	51	-2
COc1ccc(NC(=O)Cn2nc(C(=O)O)c3ccccc3c2=O)cc1OC	18	-1	-9	3	1.3	1	-1	1
CCCCCCNC(=O)Cc1c(O)c2ccccc2[nH]c1=O	-3	0	-1	7	.	.	.	-5
CC(=O)Nc1ccc(N/C=C/C(=O)c2ccc(C)cc2)cc1	1	-3	5	-1	0.0	9	-15	-9
COc1ccc(S(=O)(=O)N2CC[C@@H]3[C@H](CO)Nc4ccc(C#Cc5cccc(OC)c5)cc4[C@@H]32)cc1	-22	.	.	.	1.2	4	-8	.
Cc1ccc(S(=O)(=O)CC(=O)Nc2nc3ccc(S(N)(=O)=O)cc3s2)cc1	-5	0	-9	7	3.4	9	0	4
CCOc1ncccc1C(=O)Nc1nc(SC)ns1	14	-2	.	-4	0.3	-4	44	-9
Cc1cccc(-c2nc3c(c(=O)c4ccccc4n3C)c(=O)n2-c2ccccc2)c1	2	.	.	-12	0.3	1	5	.
O=C(C[C@H]1CC[C@@H]2[C@H](COC[C@H](O)CN2Cc2cc(F)ccc2F)O1)NCc1ccccc1	1	1	9[16.7 µM]	-12	1.5	-2	14	0
O=C(CN1CCN(Cc2ccccc2)CC1)NC(=O)NC1CCCCC1	9	0	-8	.	.	.	-2	-6
Cc1cc2nc(-c3ccco3)cc(C(F)(F)F)n2n1	11	-1	-3	.	0.3	6	13	3
COC(=O)N/N=C/c1ccc([N+](=O)[O-])o1	14	-1	-1	3	.	-4	.	-1
CCn1c(CCCc2ccc(OC)c(C)c2)n[nH]c1=S	3	4	1	34	-2.0	-4	-3	5
Cc1ccc2nsnc2c1NC(=O)CCc1ccccc1	-1	.	-9	1	0.9	-3	-2	.
CCN(CC)C(=O)CSC(Nc1cccc(F)c1)=C(C#N)C#N	-6	-2	0	.	-0.5	0	.	-4
Cc1ccc(C)c(N(CC(=O)NCc2ccco2)C(=O)CCC(=O)Nc2ccccn2)c1	-5	0	0	.	.	.	.	0
COc1ccc(/C=N/NC(=O)CN2CCN(Cc3ccccc3)CC2)cc1Br	-12	.	.	-4	-0.9	2	8	.

Source: PubChem
